# GSK3A inh – blocks human GSK-3 alpha kinase; P49840; actives 0.1% (n = 320,000); ADP-Glo luminescence, 60 min; inhibition, % at 10 µM;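 in the data active = inhibition above about 50%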;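 note: GST-tagged GSK-3 alpha with peptide substrate and 25 µM ATP; 0% = DMSO neutral wells and 100% = GW8510 positive control wells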
# GSK3B inh – inhibitors of human GSK3beta kinase; GST-GSK3beta kinase, ADP-Glo luminescence, 60 min; stronger effect = lower value; activity score (negative = inhibition), % at 10 µM; actives 0.038% (n = 300,000); AID 2097;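 active = more than half of replicate wells score below -50%, meaning over 50% inhibition versus plate controls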;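 note: 0% = median DMSO wells and -100% = median GW8510 positive control wells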
#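 Test system: GST-fused GSK3beta enzyme, cell-free | Quantity: 1.6 ng GST-GSK3beta enzyme per well | Reagent: 25 µM ATP with peptide substrate | Schedule: 60 min enzyme reaction, room temperature | Signal: Luminescent ADP-Glo measurement of ADP formed | Read-out basis: Score relative to plate controls | Control set: DMSO and 20 µM GW8510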
# KCNQ1 block – inhibitors of human KCNQ1 potassium channel | B-score at 10 µM | P51787 | CHO-K1 KCNQ1, FluxOR thallium flux fluorescence; stronger effect = higher value | AID 2642 | actives 1.3% (n = 310,000);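 active = compounds whose thallium flux B-score, printed positive for inhibition, exceeds three library SD while starting fluorescence stays within three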;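 note: channel opened by potassium depolarization with thallium stimulus after 20 min compound exposure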
# Target sequence (P51787 whole entry, looked up): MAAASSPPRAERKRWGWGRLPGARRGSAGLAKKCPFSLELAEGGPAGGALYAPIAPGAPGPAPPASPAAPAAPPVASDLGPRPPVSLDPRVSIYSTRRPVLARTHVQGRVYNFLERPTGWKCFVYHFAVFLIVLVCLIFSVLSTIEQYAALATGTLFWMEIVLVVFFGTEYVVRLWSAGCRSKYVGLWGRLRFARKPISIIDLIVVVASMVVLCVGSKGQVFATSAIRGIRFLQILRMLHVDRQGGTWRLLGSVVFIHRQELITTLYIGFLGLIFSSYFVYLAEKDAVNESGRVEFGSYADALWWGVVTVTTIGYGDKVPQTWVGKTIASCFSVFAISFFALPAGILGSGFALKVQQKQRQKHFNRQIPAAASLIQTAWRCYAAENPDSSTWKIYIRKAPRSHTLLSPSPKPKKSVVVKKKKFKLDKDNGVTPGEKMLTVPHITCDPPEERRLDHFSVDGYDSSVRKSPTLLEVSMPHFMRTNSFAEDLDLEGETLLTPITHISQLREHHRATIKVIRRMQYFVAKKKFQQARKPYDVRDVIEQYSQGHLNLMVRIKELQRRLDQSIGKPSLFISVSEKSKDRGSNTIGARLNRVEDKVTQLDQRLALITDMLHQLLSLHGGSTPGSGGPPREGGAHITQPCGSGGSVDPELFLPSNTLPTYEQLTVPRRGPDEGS
# KCNK9 block – blocks the human KCNK9 two-pore domain potassium channel; B-score at 10 µM; Q9NPC2; AID 488922; HEK293 KCNK9, FluxOR thallium flux fluorescence; stronger effect = lower value; actives 1.2% (n = 310,000);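 active = ratio B-score over 3 SD below the library mean, with starting fluorescence within 5 SD of its mean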;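 note: negative B-score means less thallium flux so channel inhibition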
# RGS4 pot – RGS4 potentiation or activation. HEK293 M3R/inducible RGS4, carbachol calcium flux Fluo4; stronger effect = lower value. B-score at 10 µM. actives 0.92% (n = 310,000);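 active = B-score of the integrated calcium signal more than 4 SD below the library mean, with starting fluorescence not abnormally high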;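 note: negative B-score means reduced calcium response which marks RGS4 activation or potentiation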
#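 Assay system: HEK293 FlpIn-TREx cells, stable M3R, doxycycline-inducible RGS4 / Probe or stimulus: carbachol, ECmax concentration / Times: overnight RGS4 induction, 30 min dye load 37 °C, 20 min compound RT / Signal: kinetic calcium fluorescence imaging with Fluo4-AM dye, 2 µM / Measure: Agonist-evoked peak-minus-minimum fluorescence over baseline, integrated ratio, B score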
# KCNQ1 pot – potentiates or activates the human KCNQ1 potassium channel; P51787; CHO-K1 KCNQ1, thallium flux FluxOR fluorescence; stronger effect = higher value; B-score at 10 µM; actives 0.35% (n = 310,000);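 active = fluorescence ratio B-score, a plate-corrected score, at least three library SD, with initial intensity B-score within 5 SD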
#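 Assay system: CHO-K1 cells stably expressing KCNQ1; Medium: assay buffer with matched DMSO; Also added: K+/Tl+ depolarizing stimulus; Dosing: single dose; Timing: dye 90 min, compound 20 min, room temperature; Measured by: kinetic FluxOR thallium fluorescence, 10-s 1-Hz baseline, 110-s post-stimulus read; Read-out: peak-minus-minimum fluorescence over initial fluorescence, negative-control normalized, B-scored.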
# hERG rescue – shields human hERG channel from block by proarrhythmic agents; CHO-hERG, FluxOR thallium flux, dofetilide IC70 present; activation (rescue from dofetilide block), less the hit threshold, % at 10 µM; actives 0.51% (n = 310,000); AID 1511;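 active = activation above the mean of controls blocked by dofetilide plus 5 SD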;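 note: thallium influx through hERG after potassium depolarization seen as dye fluorescence rise; in these data hits start at about 4.7%; inactives centre near -7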
# KCNK3 inh – human KCNK3 channel inhibition, primary screen; O14649; CHO-KCNK3 thallium flux, FluxOR fluorescence; stronger effect = lower value; B-score at 10 µM; actives 0.84% (n = 340,000); AID 602410;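 active = B-score under library mean minus 4 SD, starting fluorescence ratio at most library mean plus 5 SD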;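 note: more negative B-score means stronger inhibition of thallium flux through KCNK3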
# PolyA inh – yeast polyadenylation inhibition; S. cerevisiae SKY197-pL101 polyadenylation reporter, beta-gal luminescence; efflux-impaired pdr1/pdr3 knockout yeast; score 100 = 6 SD above DMSO; calls only at 12 µM; actives 0.02% (n = 300,000);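 active = lowest replicate activity score at least 50, where 100 means six control SD above control mean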;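 note: yeast exposed to compound for 9 h at 30 °C; higher score means more reporter readthrough which indicates perturbed polyadenylation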
# Dyrk1A ADPGlo – inhibitors of rat Dyrk1A kinase; Q63470; ADP-Glo luminescence, NFATc1 peptide; inhibition, % at 12.5 µM; actives 0.43% (n = 310,000); AID 504441; in the data active = inhibition above about 50%;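 note: plate controls were vehicle with enzyme for no effect and no enzyme for full effect; many of its hits are not listed in these tables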
# HDAC3 inh – human HDAC3 inhibition; O15379; recombinant HDAC3, fluorogenic peptide/trypsin coupled, fluorescence; inhibition, % at 8.3 µM; actives 0.15% (n = 320,000); AID 2718; in the data active = inhibition above about 26%, passing the limit was not always enough
# Target sequence (O15379 whole entry, looked up): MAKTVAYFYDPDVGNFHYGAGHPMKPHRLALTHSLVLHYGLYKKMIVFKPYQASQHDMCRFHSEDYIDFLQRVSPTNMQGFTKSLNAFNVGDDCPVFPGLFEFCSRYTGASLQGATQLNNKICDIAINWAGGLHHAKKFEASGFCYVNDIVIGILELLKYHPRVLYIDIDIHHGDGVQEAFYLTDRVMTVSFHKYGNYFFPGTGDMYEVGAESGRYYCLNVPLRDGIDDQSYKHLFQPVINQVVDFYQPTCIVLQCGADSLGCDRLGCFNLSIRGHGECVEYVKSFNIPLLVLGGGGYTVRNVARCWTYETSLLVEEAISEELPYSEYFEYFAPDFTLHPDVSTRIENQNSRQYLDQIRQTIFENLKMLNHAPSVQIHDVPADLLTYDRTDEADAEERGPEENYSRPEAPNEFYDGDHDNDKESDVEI
# * marks the source's active call; other numbers are inactive results; i = inactive; nt = not tested or not shown.
# Every second line gives: GSK3A inh	GSK3B inh	KCNQ1 block	KCNK9 block	RGS4 pot	KCNQ1 pot	hERG rescue	KCNK3 inh	PolyA inh	Dyrk1A ADPGlo	HDAC3 inh
Cc1ccccc1OCCn1c(C)nc2ccccc21
    0	2	i	i	i	i	-13	i	i	0	-5
Cc1ccc2[nH]nc(C(=O)N3CCCC(C(=O)c4ccc(Cl)cc4)C3)c2c1 (centres undefined)
    -1	0	i	i	i	i	-3	i	i	-2	4
CCCCn1c(N)c(N(CC(C)C)C(=O)CCCc2nc3ccccc3s2)c(=O)[nH]c1=O
    0	-1	i	i	i	i	-25	i	i	-2	0
CCn1c(N)c(C(=O)NCc2cccnc2)sc1=S
    2	2	i	i	i	i	-1	i	i	2	6
CCc1ccc2c(c1)C(c1ccc([N+](=O)[O-])cc1)=NNC(c1ccc(F)cc1)=N2
    1	-1	i	i	i	i	-14	i	i	-6	5
COc1ccc(OCC(O)CNC(=O)c2ccc(OC)cc2)cc1 (centres undefined)
    0	2	i	i	i	i	-10	i	i	1	nt
C=CCNC(=S)Nc1ccc(Br)cc1F
    nt	-2	i	i	i	i	-5	i	i	-1	-3
CS(=O)(=O)N1CCN(c2ccc(NC(=O)c3cc4ccccc4o3)cc2)CC1
    -1	-3	i	i	i	i	-5	i	i	1	13
COc1ccc(C(O)c2nccn2Cc2ccccc2)cc1 (centres undefined)
    nt	2	i	i	i	i	-9	i	i	2	0
Cc1ccc(/C(N)=N/OC(=O)c2cccs2)cc1
    -5	-2	i	i	i	i	-8	i	i	-3	-3
COc1cc(NC(=O)c2cccc3c2C(=O)N(Cc2cccnc2)C3)cc(OC)c1OC
    0	2	i	i	i	i	-13	i	i	2	1
CCOC(=O)[C@@H]1[C@H]2COc3ccccc3[C@H]2N2C(=O)N(c3ccc(F)cc3)C(=O)[C@]12C
    0	0	i	i	i	i	-6	i	i	6	3
CCC(NC(=O)CCCc1ccccc1)c1ccccc1 (centres undefined)
    0	1	i	i	i	i	-7	i	i	-6	-2
S=c1[nH]nc(-c2ccco2)n1/N=C/C(Cl)=C/c1ccccc1
    2	3	i	i	i	i	-2	i	i	nt	12
Cc1cc(C(=O)C(=O)NC(C)C)c(C)n1-c1ccc([N+](=O)[O-])cc1
    -1	-8	i	i	i	i	-4	i	i	3	1
COc1cccc(-c2ccc(SCC(=O)N3CCN(c4ccccc4)CC3)nn2)c1
    1	3	i	i	i	i	-8	i	i	-2	-12
CS(=O)(=O)N(CC(=O)N1CCCC1)c1cccc(F)c1
    -5	-1	i	i	i	i	3	i	i	-5	-2
Cc1cccnc1NC(=O)CSc1nnc(COc2ccc(C(C)C)cc2)n1C
    0	5	i	i	i	i	-3	i	i	-3	1
Cc1ccc(NC(=O)C2CCCN(c3ncccn3)C2)c(C)c1 (centres undefined)
    0	-5	i	i	i	i	-8	i	i	-8	-1
O=C(O)CSCc1c(F)cccc1Cl
    -1	-2	i	i	i	i	1	i	i	-2	-6
COc1ccc(CCN2CCCn3c2nc2c3c(=O)n(Cc3ccccc3F)c(=O)n2C)cc1OC
    1	1	i	i	i	i	-13	i	i	2	-4
CCc1cc2c(-n3nc(C)cc3C)ncnc2s1
    -2	4	i	i	i	i	-10	i	i	13	-5
COc1ccccc1/C=C/C=N/n1c(COc2ccccc2)n[nH]c1=S
    -3	-25	i	i	i	i	-14	i	i	-3	3
CC(C)C(=O)Nc1ccc(C(=O)NNC(=O)C(c2ccccc2)c2ccccc2)cc1
    3	-3	i	i	i	i	-7	i	i	3	-7
COc1ccc(CCNC(=O)C2CCN(S(=O)(=O)c3ccc4nc5c(c(C(=O)O)c4c3)CCCC5)CC2)cc1OC
    -3	0	i	i	i	i	1	i	i	nt	5
O=C(NC(=S)Nc1cccc(NC(=O)c2ccccc2Cl)c1)c1cccs1
    0	1	i	i	i	i	-7	i	i	1	0
CCc1ccc(C(=O)NNC(=O)c2cccc(N3C(=O)CCC3=O)c2)cc1
    2	1	i	i	i	i	-15	i	i	-3	nt
O=C(COc1ccc(Cl)cc1Cl)NNC(=S)NC(=O)c1ccco1
    10	-5	i	i	i	i	-18	i	i	-2	12
O=C(Cc1ccc(-c2ccccc2)cc1)NCc1cccnc1
    -2	1	i	i	i	i	-7	i	i	2	-3
O=C(CSc1nnc(-c2ccco2)n1-c1ccccc1)NCc1ccc2c(c1)OCO2
    -2	-7	i	i	i	i	-10	i	i	4	2
CCOC(=O)C1CCN(C(=O)C2CCCN2S(=O)(=O)c2ccc(Cl)cc2)CC1 (centres undefined)
    9	-2	i	i	i	i	-4	i	i	-5	-10
CCOC(=O)C1CCCN(C(=O)CCc2ccccc2)C1 (centres undefined)
    -2	3	i	i	i	i	-1	i	i	-4	-2
Cc1ccccc1OCCSc1nc(N(C)C)nc(N(C)C)n1
    -3	3	i	i	i	i	-11	i	i	1	1
O=C1CNCc2[nH]c3ccccc3c2N1c1ccccc1
    -4	0	i	i	i	i	-14	i	i	-2	4
Cc1cc(C)cc(NC(=O)c2cccc(NC3=NC4CS(=O)(=O)CC4S3)c2)c1 (centres undefined)
    0	-2	i	i	i	i	-13	i	i	0	-4
Cn1cc(Cl)c(-c2n[nH]c(=S)n2C2CCCCC2)n1
    1	1	i	i	i	i	-1	i	i	2	3
CCOC(=O)c1sc(NC(=O)CN2C(=O)c3cccc4cccc(c34)C2=O)nc1C
    -2	2	i	i	i	i	-1	i	i	-3	6
CCN1CCN(c2cc(C)c3cc(NC(=O)c4ccc(Br)o4)ccc3n2)CC1
    -2	1	i	i	i	i	-21	i	i	4	1
Cc1cc(C)c(S(C)(=O)=O)c(Oc2cccc(C(F)(F)F)c2)n1
    1	4	i	i	i	i	-14	i	i	-3	1
CC(=O)O[C@@H]1[C@@H](OC(C)=O)[C@H](n2ccc3cc([N+](=O)[O-])ccc32)OC[C@@H]1OC(C)=O
    -2	1	i	i	i	i	-11	i	i	6	-5
CC(=O)Nc1ccc(S(=O)(=O)NCCC(=O)Nc2cccc(Cl)c2)cc1
    0	1	i	i	i	i	-2	i	i	-2	-8
O=C1C(CSCc2ccccc2)NC(=S)N1c1ccccc1 (centres undefined)
    -4	-2	i	i	i	i	-3	i	i	nt	8
O=C(NCCOc1ccccc1)c1ncn[nH]1
    -1	2	i	i	i	i	2	i	i	nt	5
O=Cc1cn(CC(=O)N2CCCCC2)c2ccccc12
    0	-1	i	i	i	i	4	i	i	-9	-4
COc1cccc(-n2nnnc2SCC(=O)Nc2cccc(NC(C)=O)c2)c1
    -2	-1	i	i	i	i	-6	i	i	-4	nt
COC(=O)c1c(NC(=O)CN2CCOCC2)sc2c1CCC(C)C2 (centres undefined)
    -2	-1	i	i	i	i	1	i	i	0	-1
COC(=O)C(C(=O)OC)C(C[N+](=O)[O-])c1ccc(OC)c(OC)c1 (centres undefined)
    -1	0	i	i	i	i	-13	i	i	-3	6
O=C(NN1C(=O)c2ccccc2C1=O)c1ccc2c(c1)C(=O)N(CC1CCCO1)C2=O (centres undefined)
    0	1	i	i	i	i	-13	i	i	6	0
COc1ccc2[nH]cc(C3N4CC5(C)CN3CC(C)(C4)C5=O)c2c1 (centres undefined)
    -5	4	i	i	i	i	4	i	i	19	-6
O=[N+]([O-])c1cc(-c2cnc3ccccc3n2)ccc1Oc1ccc(Cl)cc1
    -1	-1	i	i	i	i	-16	i	i	nt	5
C=CCNC(=O)C1CCC(=O)N1S(=O)(=O)c1ccc(C)cc1 (centres undefined)
    -3	2	i	i	i	i	-1	i	i	6	-1
NS(=O)(=O)c1cccnc1Nc1cccc(Cl)c1Cl
    -4	-6	i	i	i	i	-5	i	i	4	5
O=C(NC(=S)NNC(=O)c1cnccn1)c1ccc(F)cc1
    0	-1	i	i	i	i	-12	i	i	-2	2
CC1(C)CSC(=NCCc2ccccc2)N1C(=O)c1ccc(C#N)cc1
    nt	3	i	i	i	i	-12	i	i	nt	nt
O=C(N/N=C/c1ccc([N+](=O)[O-])cc1)c1cccc2cc[nH]c12
    -1	0	i	i	i	i	-7	i	i	0	1
CC(Oc1ccc(S(=O)(=O)N2CCCC2)cc1[N+](=O)[O-])C(=O)NC(C)c1ccccc1 (centres undefined)
    -1	3	i	i	i	i	-15	i	i	3	-1
Cc1ccc(NC(=S)N2CCC(NC(=O)c3ccc(C)cc3)CC2)cc1
    2	nt	i	i	i	i	-4	i	i	5	-1
COc1cc(/C=N/NC(=O)C[n+]2ccccc2)cc(OC)c1OC
    2	0	i	i	i	i	-12	i	i	-7	3
COC(=O)c1cn(NC(=O)Cc2ccc(OC)c(OC)c2)c(=O)c2ccccc12
    -2	2	i	i	i	i	-6	i	nt	-3	5
COc1cc(C(=O)NC2CC(C)(C)CC(C)(C)C2)ccc1OC1CCN(C(C)=O)CC1
    0	0	i	i	i	i	-9	i	i	-1	-1

# (more compounds)
# Every second line gives: GSK3A inh	GSK3B inh	KCNQ1 block	KCNK9 block	RGS4 pot	KCNQ1 pot	hERG rescue	KCNK3 inh	PolyA inh	Dyrk1A ADPGlo	HDAC3 inh
CCOC(=O)C1CCN(C(=O)C(C)c2ccc([N+](=O)[O-])cc2)CC1 (centres undefined)
    nt	-2	i	i	i	i	-9	i	i	0	-1
O=C1c2ccccc2C(=O)N1CCc1ccccn1
    0	3	i	i	i	i	-4	i	i	0	8
O=C(CN1C(=O)CC(c2ccccc2)S(=O)(=O)c2ccccc21)N1CCCC1 (centres undefined)
    0	0	i	i	i	i	-3	i	i	-4	-1
CCOC(=O)c1cc(C#N)c(SCC(=O)c2cc(C#N)c(SC)nc2C)[nH]c1=O
    -2	4	i	i	i	i	-12	-10*	i	0	2

# Whole records as entered above.
# Cc1cc(C)cc(NC(=O)c2cccc(NC3=NC4CS(=O)(=O)CC4S3)c2)c1 (centres undefined) as listed: GSK3A inh: 0; GSK3B inh: -2; KCNQ1 block: i; KCNK9 block: i; RGS4 pot: i; KCNQ1 pot: i; hERG rescue: -13; KCNK3 inh: i; PolyA inh: i; Dyrk1A ADPGlo: 0; HDAC3 inh: -4
# COc1ccc(OCC(O)CNC(=O)c2ccc(OC)cc2)cc1 (centres undefined) as listed: GSK3A inh: 0; GSK3B inh: 2; KCNQ1 block: i; KCNK9 block: i; RGS4 pot: i; KCNQ1 pot: i; hERG rescue: -10; KCNK3 inh: i; PolyA inh: i; Dyrk1A ADPGlo: 1; HDAC3 inh: nt

# Source: PubChem (several laboratories)

# An excerpt (hit frequency here may not be typical).
